# Screening data deposited in PubChem BioAssay by several laboratories.
# MrgX1 agonist – agonists of human MrgX1 receptor, primary screen, HEK293 cells, Fluo-4 calcium flux; B-score at 10 µM; 310,000 compounds, 0.44% hits; Fluo-4 calcium fluorescence, agonist mode; hits give high values; AID 588627, 2011;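 active = calcium response B-score plate-corrected fluorescence ratio at least 3 library SD, with starting fluorescence B-score inside 5 SD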
# Target sequence (Q96LB2 whole entry, looked up): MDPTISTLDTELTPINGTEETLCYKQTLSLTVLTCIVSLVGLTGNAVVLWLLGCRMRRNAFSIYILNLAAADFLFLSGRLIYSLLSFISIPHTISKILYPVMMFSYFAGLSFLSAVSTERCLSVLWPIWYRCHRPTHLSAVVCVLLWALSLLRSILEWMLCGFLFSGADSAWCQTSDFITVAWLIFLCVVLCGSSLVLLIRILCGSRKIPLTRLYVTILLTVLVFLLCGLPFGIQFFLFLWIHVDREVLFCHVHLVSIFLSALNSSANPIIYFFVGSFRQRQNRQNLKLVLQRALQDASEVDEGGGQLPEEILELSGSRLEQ
#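 times = overnight plating, then 30 min 37 °C plus 30 min room-temperature dye loading | assay system = stable human MrgX1 HEK293 cell line | input = fifteen thousand cells per well | signal = kinetic calcium dye fluorescence, Fluo-4 NW | dosing = compound delivered in addition one of three | read-out = B-scored fluorescence response ratio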
# TRPC6 inhibitor – mouse TRPC6 channel inhibitors, primary screen, cell-based, HEK293, membrane potential dye | Short transient receptor potential channel 6 (Mus musculus), Q61143 | ACh-evoked depolarization; hits give low values | B-score at 10 µM | 310,000 compounds, 1.1% hits | AID 2553, 2010;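 active = B-score under library mean minus 3 SD, initial fluorescence not abnormally high, positive integrated signal ratio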;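 note: B-score derived from integrated fluorescence ratio over the kinetic read; more negative B-score means stronger inhibition of depolarization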
# MrgX1 allo act – positive allosteric modulators of MrgX1, primary screen, HEK293 cells, Fluo-4 calcium flux; FDSS; hits give high values; B-score at 10 µM; 310,000 compounds, 0.63% hits; AID 588675, 2011;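 active = plate-corrected calcium response at least 3 library SD above typical, normal starting fluorescence, not activating the receptor alone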;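 note: compound read alongside a low EC10 to EC30 dose of BAM8-22 agonist; peak minus trough fluorescence over baseline measured at the second addition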
# RGS4 pot – RGS4 potentiators or activators, primary screen, cell-based, HEK293 M3R inducible RGS4, calcium flux; carbachol calcium flux Fluo4; hits give low values; 310,000 compounds, 0.92% hits; B-score at 10 µM;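 active = B-score of the integrated calcium signal more than 4 SD below the library mean, with starting fluorescence not abnormally high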;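 note: negative B-score means reduced calcium response which marks RGS4 activation or potentiation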
#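 Detection: kinetic calcium fluorescence imaging with Fluo4-AM dye, 2 µM / Material: HEK293 cells with stable M3R and inducible RGS4 / Schedule: recording 10 s baseline at 1 Hz, 100 s post-agonist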
# MrgX1 antag – antagonists of human MrgX1 receptor, primary screen, HEK293 cells, Fluo-4 calcium flux; BAM8-22 antagonism; hits give low values; 310,000 compounds, 1.3% hits; B-score at 10 µM; Mas-related G-protein coupled receptor member X1 (Homo sapiens), Q96LB2;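 active = calcium-response B-score plate-corrected more than 3 library SD below zero, starting fluorescence within 5 deviations, no agonist response on first addition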;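 note: peak minus trough fluorescence over baseline after final BAM8-22 challenge near maximal dose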
# SKKanGAS inh – S. pyogenes SKKanGAS growth inhibitors in kanamycin, primary screen, streptokinase expression inhibitor project, SKKanGAS strain, BacTiter-Glo luminescence | inhibition, % at 7.5 µM | 300,000 compounds, 1.3% hits | 6 h;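 active = mean replicate score, as percent of positive control median, at least 50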;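 note: strain carries kanamycin resistance gene driven by streptokinase promoter and grows in 40 µg/ml kanamycin; loss of luminescence reflects streptokinase promoter inhibition or plain growth inhibition; 0% = median of DMSO wells and 100% = positive control at its reference dose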
# TRPC6 act – mouse TRPC6 channel activators, primary screen, cell-based, HEK293, membrane potential dye; B-score at 10 µM; 310,000 compounds, 0.13% hits; HEK293-TRPC6 membrane potential dye fluorescence; hits give high values; Short transient receptor potential channel 6 (Mus musculus), Q61143;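 active = B-score of the integrated fluorescence ratio above library mean plus 3 SD, and starting fluorescence ratio within library mean plus 5 SD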;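 note: higher score means more depolarization so channel activation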
# Platelet DG rel – inhibitors of platelet dense granule secretion, primary screen, cell-based, MLPCN, human platelets | inhibition, %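 (compounds screened at 7.5 µM in platelet-rich plasma)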 | 300,000 compounds, 0.22% hits | human platelet-rich plasma, SFLLRN dense granule ATP release, luminescence;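 active = mean replicate score, as percent of positive control, at or above 50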
# RGS4 inh – RGS4 inhibitors, primary screen, cell-based, HEK293 M3R inducible RGS4, calcium flux | Fluo-4 calcium flux; hits give high values; triggered by carbachol at its EC20 | AID 463165, 2010 | B-score at 10 µM | 310,000 compounds, 0.45% hits | Regulator of G-protein signaling 4 (Homo sapiens), P49798;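 active = B-score, a plate-corrected calcium signal, over three deviations above library mean, with baseline fluorescence within five deviations of library mean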;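 note: RGS4 expression induced by doxycycline in cells with stable M3 receptor; B-score is computed from the integrated fluorescence ratio over baseline after carbachol; higher B-score means a larger calcium signal and so more RGS4 inhibition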
# Target sequence (P49798 whole entry, looked up): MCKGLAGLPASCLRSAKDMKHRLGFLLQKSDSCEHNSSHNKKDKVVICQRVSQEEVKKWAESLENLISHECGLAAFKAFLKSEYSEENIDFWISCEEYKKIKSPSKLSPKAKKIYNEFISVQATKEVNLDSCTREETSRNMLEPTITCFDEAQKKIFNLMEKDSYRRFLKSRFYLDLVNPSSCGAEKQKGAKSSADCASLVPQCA
# HIF activator – HIF pathway transcriptional activators, primary screen, cell-based, U2OS HRE-luciferase, luminescence; U2OS HRE-luciferase reporter; normalized: DMSO 0%, desferrioxamine 100%; activation, % at 7.5 µM (by protocol); 300,000 compounds, 0.32% hits; AID 1910, 2009;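 active = mean activation of at least 10% of the iron chelator positive control signal, with at least half of replicates also reaching 10%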
# TRPC4 inh – inhibitors of mouse TRPC4 channel, primary screen, Fluo4 calcium, HEK293 TRPC4beta/mu-opioid cells; Short transient receptor potential channel 4 (Mus musculus), Q9QUQ5; DAMGO-evoked Fluo4 calcium flux; hits give low values; B-score at 10 µM; 300,000 compounds, 0.39% hits;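 active = B-score over 3 SD under the library average, no early fluorescence shift, positive overall ratio signal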
#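 System: stable TRPC4beta/mu-opioid receptor HEK293 cells; Dosing: single-point compound dosing; Measured by: Fluo4 Ca2+ flux fluorescence; Read-out basis: per-well B score of integrated baseline-normalized Fluo4 ratio.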
# * = called active by the depositor; i = inactive; x = not tested or not shown; & = joins results of further samples.
SMILES,MrgX1 agonist,TRPC6 inhibitor,MrgX1 allo act,RGS4 pot,MrgX1 antag,SKKanGAS inh,TRPC6 act,Platelet DG rel,RGS4 inh,HIF activator,TRPC4 inh
CCCCOc1ccc(S(=O)(=O)Nc2ccc(NC(C)=O)cc2)cc1,i,i,i,i,i,-8,i,-1,i,0.0,i
O=C(Nc1ccc(Br)cn1)c1ccc([N+](=O)[O-])o1,i,i,i,i,i,26,i,3,i,0.4,i
CC(Cc1ccccc1)C(=O)N(C)Cc1ccccc1 (centres undefined),i,i,i,i,i,4,i,-2,i,-0.9,i
CCn1ncc(Br)c1C(=O)Nc1ccc(F)c([N+](=O)[O-])c1,i,i,i,i,i,5,i,-7,i,-1.1,i
CCOc1ccc(NC(=O)CN(C)C(=O)CC(NC(=O)c2ccccc2)c2ccccc2)cc1OCC (centres undefined),36*,i,i,i,i,0,i,-8,i,-0.1,i
Cn1c(C(=O)NCCc2c[nH]c3ccccc23)cc2sccc21,i,i,i,i,i,2,i,0,i,3.7,i
Cc1cc(C)n(-c2ccc(C(=O)Oc3ccc4c(c3)OCO4)cc2)n1,i,i,i,i,-6.7*,8,i,4,i,-0.1,i
CCCc1nc2ccccc2c(=O)n1/N=C/c1ccc(O)c(O)c1,i,i,i,i,i,-4,i,2,i,0.1,i
Cc1sc(NC(=O)c2cccs2)nc1-c1ccccc1,i,i,i,i,i,5,i,0,i,4.5,i
COc1ccc(CCNC(=O)C2CCCN(c3nc(C)cc(C)n3)C2)cc1 (centres undefined),i,i,i,i,i,-1,i,0,i,-0.4,i
Nn1c(SCC(=O)Nc2ccccc2F)nnc1C1CCCCC1,i,i,i,i,i,6,i,-8,i,x,i
O=C(CNC(=O)c1cccc(Cl)c1)N/N=C/c1cccnc1,i,i,i,i,i,0,i,16,i,-0.1,i
Cc1ccccc1NC(=S)Nc1cccc([N+](=O)[O-])c1,i,i,i,i,i,3,i,20,i,0.0,i
O=C(CN1C(=O)c2ccccc2S1(=O)=O)N1CCN(c2ccccc2)CC1,i,i,i,i,i,9,i,-3,i,0.2,i
CCOC(=O)c1c(NC(=O)Cn2nc(C(F)(F)F)cc2C)sc(C)c1C,i,i,i,i,i,-7,i,-7,i,-0.3,i
O=C1CN(C(=O)COC(=O)c2cccnc2Cl)c2ccccc2N1,i,i,i,i,i,2,i,-2,i,-0.7,i
CCCCNS(=O)(=O)c1ccc(NC(=O)Cc2ccccc2[N+](=O)[O-])cc1,i,i,i,i,i,-29,i,-1,i,-0.5,i
COC(=O)c1c(C(C)=O)c(C)n(C)c1C,i,i,i,i,i,8,i,9,i,0.0,i
C/C(=N\NC(=O)C(O)c1ccccc1)c1ccc(C)s1 (centres undefined),i,i,i,i,i,9,i,7,i,-0.2,i
CC1(C)C2CC[C@]3(C)C(CC=C4[C@@H]5C[C@@](C)(CO)[C@@H]6C[C@@]5(CC[C@]43C)C(=O)O6)[C@@]2(C)CC[C@@H]1O (some centres undefined),i,i,i,i,i,6,i,0,i,-0.5,i
COC(=O)C1(C)NC(c2ccc(O)cc2)C2C(=O)N(c3ccccc3)C(=O)C21 (centres undefined),i,i,i,i,i,-2,i,-1,i,-3.0,i
CCN(Cc1ccccc1)S(=O)(=O)c1ccc(OC)c2ncccc12,i,i,i,i,i,2,i,3,i,-0.3,i
COc1ccc(-n2cnnc2SC(C)C(=O)Nc2cccc([N+](=O)[O-])c2)cc1 (centres undefined),i,i,i,i,i,-2,i,-13,i,0.6,i
CC(C)C[C@H](NC(=O)c1nc[nH]c1C(=O)NCC(=O)OCc1ccccc1)C(=O)OCc1ccccc1,i,i,i,i,i,27,i,2,i,-3.6,i
CC(C)c1[nH]nc2c1C(c1cccc(OC(=O)N3CCOCC3)c1)C(C#N)=C(N)O2 (centres undefined),i,i,i,i,i,2,i,-10,i,0.4,i
Cc1ccc(NC(=O)CSc2nnc(C)c(=O)n2N)cc1,i,i,i,i,i,-5,i,-6,i,-1.4,i
O=C(O)Cc1csc(-c2cccc(Oc3ccccc3)c2)n1,i,i,i,i,i,-3&-6,i,9&1,i,-0.3&-0.2,i
O=C(CNC(=O)c1ccc2ccccc2c1)NCc1ccccc1F,i,i,i,i,i,-8,i,1,i,0.9,i
CCN1C(=O)C(Cc2nc3ccccc3c(=O)n2-c2ccccc2)c2ccccc21 (centres undefined),i,i,i,i,i,2,i,0,i,0.2,i
O=C(N[C@@H](Cc1c[nH]c2ccccc12)C(=O)O)c1ccccc1Cl,i,i,17*,i,i,1,i,-2,i,0.3,i
CSc1cccc(N2CC(C(=O)N(CC(C)C)c3c(N)n(Cc4ccccc4)c(=O)[nH]c3=O)CC2=O)c1 (centres undefined),i,i,i,i,i,0,i,-8,i,0.5,i
COc1cccc(OC)c1C(=O)Nc1ccccc1Sc1ccccc1,i,i,i,i,i,-3,i,3,i,-1.6,i
COc1cc(NC(=O)N2c3ccccc3Sc3ccccc32)c(C(=O)O)cc1OC,i,i,i,i,i,2,i,-7,i,-6.7,i
COc1ccc(CCNC(=O)CCc2nnc(Cc3ccc4c(c3)OCO4)o2)cc1,i,i,i,i,i,1,i,1,i,0.1,i
COc1cccc(OC)c1C(=O)OCC(=O)Nc1cccnc1Cl,i,i,i,i,i,-7,i,-2,i,-0.4,i
CCCCOc1ccc(-c2nc(SCC(N)=O)n[nH]2)cc1,i,i,i,i,i,10,i,8,i,1.3,i
CCc1ccc(NC(=O)CSc2nc3cc(C(=O)OC)ccc3c(=O)n2CC2CCCO2)cc1 (centres undefined),i,i,i,i,i,7,i,7,i,0.3,i
CCOc1ccc(S(=O)(=O)N2CCC(C(=O)NCC3CCCO3)CC2)cc1 (centres undefined),i,i,i,i,i,-4,i,17,i,-0.1,i
COc1ccc(C(=O)N/N=C2\CCS(=O)(=O)c3ccc(F)cc32)cc1OC,i,i,i,i,i,3,i,-1,i,1.2,i
N/C(=N\OC(=O)Nc1ccccc1)c1cccc(C(F)(F)F)c1,i,i,i,i,i,-5,i,-6,i,0.2,i

# Reprinted from the part before: three entries, followed by the next part.
SMILES,MrgX1 agonist,TRPC6 inhibitor,MrgX1 allo act,RGS4 pot,MrgX1 antag,SKKanGAS inh,TRPC6 act,Platelet DG rel,RGS4 inh,HIF activator,TRPC4 inh
CCOc1ccc(S(=O)(=O)N2CCC(C(=O)NCC3CCCO3)CC2)cc1 (centres undefined),i,i,i,i,i,-4,i,17,i,-0.1,i
COc1ccc(C(=O)N/N=C2\CCS(=O)(=O)c3ccc(F)cc32)cc1OC,i,i,i,i,i,3,i,-1,i,1.2,i
N/C(=N\OC(=O)Nc1ccccc1)c1cccc(C(F)(F)F)c1,i,i,i,i,i,-5,i,-6,i,0.2,i
COc1ccc(-c2csc3ncnc(N4CCN(c5ccccc5)CC4)c23)cc1,i,i,i,-8.3*,i,5,i,0,i,-0.3,i
COc1ccc(CC(=O)NCC2CCCN(Cc3ccc(OC(F)(F)F)cc3)C2)cc1 (centres undefined),i,i,i,i,i,-3,i,-5,i,-0.2,i
CCOC(=O)c1ccc(N2C=C(C(=O)OC)C(c3cccc(O)c3)C(C(=O)OC)=C2)cc1,i,i,i,i,i,12,i,-3,i,-0.5,i
CN(C)C(=S)NCc1ccccc1,i,i,i,i,i,-6,i,-24,i,-0.8,i
Cc1ccc(NCc2nnc(SCC(=O)c3ccc4c(c3)OCCO4)o2)c(C)c1,i,i,i,i,i,3,i,11,i,0.4,i
CCc1ccccc1-n1nnnc1-c1cnccc1C(F)(F)F,i,i,i,i,i,4,i,3,i,-0.4,i
CCc1nnc(NC(=O)CSc2ncnc3c2oc2ccccc23)s1,i,i,i,i,i,-6,i,17,i,0.1,i
O=C(NNC(=S)NC(=O)c1ccco1)c1ccc(NC(=O)c2ccccc2)cc1,i,i,i,i,i,61*,i,17,i,-1.1,i
CCOP(=O)(OCC)c1nc(Cc2ccccc2)oc1NCc1ccccc1,i,i,i,i,i,-4,i,-29,i,-0.8,i
CC1(C)CC(=O)C2=C(C1)OC(N)=C(C#N)C2c1cn(-c2ccccc2)nc1-c1ccccc1 (centres undefined),i,i,i,-11*,i,11,i,-7,i,1.2,i
Fc1ccc(C2c3[nH]c4ccccc4c3CCN2Cc2ccoc2)cc1 (centres undefined),i,i,i,i,i,-5,i,-1,i,-0.3,i
O=C1c2ccccc2C(=O)C1c1ccccn1,i,i,i,i,i,-11,i,-9,i,2.2,i
Cc1ccc(OCC(=O)NCCc2c[nH]c3ccccc23)cc1,i,i,i,i,i,-4,i,-4,i,0.0,i
Nc1nonc1C(=O)NCCNCc1ccccc1OCc1ccc(F)cc1,i,-6.3*,i,i,i,8,i,1,i,-0.4,i
CCN(CC(=O)Nc1ccc(NC(C)=O)cc1)Cc1c(O)ccc2cc(Br)ccc12,i,i,i,i,i,-10,i,2,i,1.5,i
CN(C)S(=O)(=O)N1CCN(C(=O)N2CCOCC2)CC1,i,i,i,i,i,-2,i,0,i,0.0,i
O=C(Nc1ccc(F)cc1)c1cccnc1,i,i,i,i,i,-1,i,2,i,0.5,i
N#CCCN(Cc1ccccc1)C(=O)Nc1ccc2c(c1)CCO2,i,i,i,i,i,5,i,-8,i,-0.6,i
C=CCOc1ccc(/C=N/NC(=O)C(=O)Nc2ccccn2)cc1OC,i,i,i,i,i,-1,i,13,i,0.3,i
O=C(CSc1nc(-c2ccco2)cc(C(F)(F)F)n1)Nc1ccc2c(c1)OCO2,i,i,i,i,i,-11,i,3,i,2.7,i
CCOC(=O)CCCCNC(=O)Nc1ccccc1,i,i,i,i,i,2,i,9,i,-0.2,i
